Screens: PubChem BioAssay, several laboratories
SRC1 inh – inhibits human SRC1 coactivator; HEK293 GAL4-SRC1 luciferase reporter, luminescence; inhibition, % at 3.6 µM; 360,000 tested, 0.12% active; AID 588354;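 active = inhibition above the campaign mean plus 3 SD, with each screening campaign given its own cutoff, cut at about 60% in these data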;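 also: 0% = DMSO treated cells and 100% = gossypol at 36 µM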
SRC3 inh – inhibits human SRC3 coactivator; Q9Y6Q9; HEK293 GAL4-SRC3 luciferase reporter, luminescence; inhibition, % at 3.6 µM; 360,000 tested, 0.17% active; AID 588352;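 active = inhibition above a per-campaign cutoff, the mean of all compounds plus 3 SD, cut at about 60% in these data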;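 also: 0% = DMSO-treated cells and 100% = gossypol-treated cells at 36 µM; higher means less SRC3-driven luciferase light from the GAL4 reporter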
C8 TRAIL sens – caspase-8 TRAIL sensitization | NB7+C8 cells + TRAIL, ATPlite viability luminescence | AID 624354 | 360,000 tested, 1% active | inhibition (viability loss, TRAIL sensitization), % at 10 µM;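 active = compounds causing at least 50% loss of cell viability in the single-dose screen, relative to plate controls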
LMP1 NFkB inh – inhibitors of Epstein-Barr LMP1-induced NF-kappaB reporter | AID 504558 | inhibition, % at 12.5 µM | LMP1-induced NF-kappaB luciferase reporter cells, luminescence | 350,000 tested, 0.69% active; in the data active = inhibition above about 41%;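 also: 0% = neutral control wells and 100% = reference inhibitor control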
CF NFkB block – blocks PAF-induced NF-kB reporter in cystic fibrosis cells | AID 588850 | inhibition, % at 5 µM | KKLEB NF-kB-GFP reporter, GFP fluorescence overnight | 360,000 tested, 0.86% active;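 active = at least 50% inhibition at 5 µM, scaled per plate between neutral and stimulator controls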;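 also: PAF is a Pseudomonas aeruginosa culture filtrate used as stimulus; plate controls were PAF-stimulated DMSO wells for no effect and unstimulated DMSO wells for full effect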
NR5A2 inv ag – suppresses constitutive activity of human LRH-1; AID 602396; 360,000 tested, 0.13% active; inhibition, % at 3.6 µM; O00482; HEK293T StAR-luciferase reporter, LRH-1 transfected, 24 h;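 active = inhibition above the mean inhibition of all tested compounds plus 3 SD, cut at about 73% in these data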;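 also: 0% = DMSO wells and 100% = reporter-only cells lacking LRH-1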
Target sequence (O00482 whole entry, looked up): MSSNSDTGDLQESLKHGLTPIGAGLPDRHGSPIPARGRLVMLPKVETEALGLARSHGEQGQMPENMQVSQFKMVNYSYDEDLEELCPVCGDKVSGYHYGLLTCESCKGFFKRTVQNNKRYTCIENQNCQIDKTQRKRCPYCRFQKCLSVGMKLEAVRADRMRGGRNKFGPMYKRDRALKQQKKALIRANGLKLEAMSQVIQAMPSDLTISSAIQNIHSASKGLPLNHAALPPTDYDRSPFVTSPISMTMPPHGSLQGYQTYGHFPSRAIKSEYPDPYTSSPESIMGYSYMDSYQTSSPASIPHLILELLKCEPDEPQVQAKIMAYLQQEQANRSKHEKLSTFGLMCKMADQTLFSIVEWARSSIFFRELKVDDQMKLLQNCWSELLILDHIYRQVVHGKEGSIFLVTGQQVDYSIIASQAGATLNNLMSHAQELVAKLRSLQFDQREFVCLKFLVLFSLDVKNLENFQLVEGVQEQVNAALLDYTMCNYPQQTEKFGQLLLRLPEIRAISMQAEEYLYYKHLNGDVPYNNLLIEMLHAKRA
SRC2 inh – inhibits human steroid receptor coactivator 2 | 370,000 tested, 0.17% active | Q15596 | inhibition, % at 9 µM | HEK293 GAL4-SRC2 luciferase reporter, luminescence;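 active = inhibition above the mean inhibition of all tested compounds plus 3 SD, set per campaign, cut at about 52% in these data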;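 also: 0% = DMSO treated cells and 100% = cells given Gossypol at 36 µM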
TWEAK Fn14 block – TWEAK-Fn14 signaling inhibition. TWEAK-stimulated Fn14 reporter cells, luciferase luminescence, 8 h. inhibition, % at 10 µM. 360,000 tested, 2% active; in the data active = inhibition above about 50%
TROY NFkB inh – blocks TROY-dependent signaling in reporter cells | Q293 LMP1-TROYcd NF-kB luciferase reporter, 4 h | inhibition, % at 10 µM | 360,000 tested, 0.98% active | AID 1347056;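 active = compounds whose plate-normalised and pattern-corrected inhibition of the luciferase reporter signal at the single screening dose is 50% or more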
KKLEB cytotox – reduces viability of KKLEB cystic fibrosis airway cells; KKLEB CF airway cells viability, ATPlite luminescence, overnight; hits give low values; cells stimulated with P. aeruginosa culture filtrate; activity change (cytotoxicity), % at 5 µM; 360,000 tested, 0.36% active; AID 602141;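 active = corrected activity change at or below -50% at 5 µM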
NR2F2 inh – NR2F2 (human) inhibition, primary screen; P24468; HEK293T NGFI-A luciferase reporter, luminescence; inhibition, % at 8.6 µM; 370,000 tested, 0.7% active;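 active = inhibition above a per-plate cutoff, mean inhibition of test wells between control levels plus 3 SD, cut at about 38% in these data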;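 also: cells cotransfected with COUP-TFII expression vector driving the NGFI-A reporter; 0% = median of COUP-TF2 test wells and 100% = reporter-only cells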
Target sequence (P24468 whole entry, looked up): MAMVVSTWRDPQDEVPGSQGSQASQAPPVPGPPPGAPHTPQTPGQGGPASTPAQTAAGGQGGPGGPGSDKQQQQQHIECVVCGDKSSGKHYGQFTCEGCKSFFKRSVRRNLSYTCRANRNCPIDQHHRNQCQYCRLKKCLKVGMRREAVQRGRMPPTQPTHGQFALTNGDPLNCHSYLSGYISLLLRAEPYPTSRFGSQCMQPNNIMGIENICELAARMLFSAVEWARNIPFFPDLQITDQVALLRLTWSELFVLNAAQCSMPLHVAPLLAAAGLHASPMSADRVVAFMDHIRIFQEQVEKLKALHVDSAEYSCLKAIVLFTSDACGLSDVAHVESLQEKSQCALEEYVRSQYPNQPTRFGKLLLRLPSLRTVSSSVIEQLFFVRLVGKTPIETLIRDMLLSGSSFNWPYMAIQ
* marks the source's active call; other numbers are inactive results; / = not tested or not shown.

entry	mol	SRC1 inh	SRC3 inh	C8 TRAIL sens	LMP1 NFkB inh	CF NFkB block	NR5A2 inv ag
1	Nc1c(Cl)cc(NC(=O)c2ccccc2C(=O)O)cc1Br	8	5	-2	2	16	-30
2	NC(=O)c1ccc(NC(=O)c2ccc3c(c2)OCO3)cc1	-132	-88	11	-22	6	-90
3	CC(C)C[C@H]1CN=C(N(C)C)N1CCCCc1ccccc1	11	18	11	-10	-6	15
4	Cc1ccc(/C=C/C(=O)OCC(=O)Nc2cccc(S(=O)(=O)N(C)C)c2)o1	-12	6	-3	-4	14	-2
5	Nc1ncnc(Nc2ccc(S(N)(=O)=O)cc2)n1	7	-6	3	-1	-3	4
6	CSc1nc(-c2ccco2)nn1S(=O)(=O)c1ccc(C)cc1	0	-10	2	1	1	-2
7	C=CCn1c(=O)[nH]c2nc3cc(N=CN(C)C)c(C)cc3nc2c1=O	-4	13	-16	5	-10	0
8	COCCN1CN(S(=O)(=O)c2cccc(Cl)c2)c2nc3ccccc3nc21	-4	-23	7	-9	19	-3
9	CC(=O)NCCc1c[nH]c2ccc(O)cc12	-24	4	-2	2	2	7
10	COc1ccccc1CN1[C@@H](CC(C)=O)c2cc(C(F)(F)F)ccc2S1(=O)=O	-11	-11	18	-12	-28	10
11	COc1ccc(C(=O)CSc2nnc(-c3ccc(S(=O)(=O)N4CCOCC4)cc3)o2)cc1	-13	15	7	3	12	-10
12	CCCCN(Cc1ccco1)C(=O)Cn1ncc2c(=O)oc3ccc(C)cc3c21	-10	0	0	3	-41	-2

entry	SRC2 inh	TWEAK Fn14 block	TROY NFkB inh	KKLEB cytotox	NR2F2 inh
1	-20	19	-9	-10	-8
2	-41	16	-46	-5	-47
3	2	3	-16	-7	-2
4	-5	6	15	-6	-9
5	-34	13	12	2	-12
6	-14	-6	-1	-2	-12
7	-6	-1	-16	5	8
8	-19	4	-23	-10	-24
9	0	15	-7	-23	7
10	9	5	9	-7	-1
11	4	-22	7	-8	6
12	12	11	0	16	9

Additional entries follow:
entry	mol	SRC1 inh	SRC3 inh	C8 TRAIL sens	LMP1 NFkB inh	CF NFkB block	NR5A2 inv ag
13	CCOC(=O)C1(CCOc2ccccc2)CCN(Cc2cccn2-c2ncccn2)CC1	-4	16	11	6	2	12
14	COCc1cccc(NC(=O)CCc2ccccc2)c1	-24	-4	-3	-12	-11	-26
15	COC(=O)c1cc(S(=O)(=O)NC2CCC(C)CC2)cn1C (configuration not stated)	0	-12	-5	-9	16	10
16	COc1cc2sc3ccc(C#Cc4ccc(N)cc4)cc3c(=O)c2cc1OC	-9	3	6	-11	18	-20
17	CCS(=O)(=O)NC(C)C(c1cccs1)N1CCN(C)CC1 (configuration not stated)	12	9	-4	-2	2	13
18	Cc1ccc(-c2cn(-c3ccc(SC(F)F)cc3)c3[n+]2CCC3)cc1	-2	29	36	3	0	28
19	CC1(C(=O)NS(=O)(=O)c2ccc(Cl)s2)CCN1C(=O)c1ccccc1CCc1ccccc1 (configuration not stated)	-26	-4	1	/	-6	-3
20	C[C@H]1CN([C@@H](C)CO)C(=O)CCCn2nncc2CO[C@H]1CN(C)C(=O)CCC(F)(F)F	-61	12	2	5	-31	7
21	Cc1ccc(CNC(=O)c2cc(C)nn2-c2ccccc2)cc1	-2	10	-17	7	-8	-5
22	Cn1c(-c2ccc3c(c2)OCO3)cnc1N	-14	-25	-5	-2	-2	0
23	Cc1c(NC(=O)C2CC(c3cccc(Br)c3)=NO2)c(=O)n(-c2ccccc2)n1C (configuration not stated)	4	5	-6	-4	7	8
24	CC(C)CCOC(=O)C1C(c2ccccc2)C(C(=O)O)C1c1ccccc1 (configuration not stated)	3	-13	-6	0	-3	-15

entry	SRC2 inh	TWEAK Fn14 block	TROY NFkB inh	KKLEB cytotox	NR2F2 inh
13	14	-4	26	-2	7
14	-47	-7	-40	-11	0
15	1	-5	-3	-7	5
16	-21	-115	-26	-32	2
17	1	-4	2	2	4
18	5	15	10	3	22
19	0	-9	1	-8	2
20	0	8	-10	11	2
21	3	7	1	2	6
22	-45	13	-24	-7	-10
23	1	7	7	-6	3
24	-12	-1	5	2	-7

Next structures.
entry	mol	SRC1 inh	SRC3 inh	C8 TRAIL sens	LMP1 NFkB inh	CF NFkB block	NR5A2 inv ag
25	Cc1cccnc1NC(=O)c1cccc(S(=O)(=O)N2CCN(c3ccccc3)CC2)c1	-2	1	-5	-1	-15	-7
26	Cc1ccc2nc(NC(=O)COC(=O)CSc3nc(C)cc(C)n3)sc2c1	-62	-46	7	-9	6	-94
27	CCCCN(C(=O)c1ccc(N(C)S(=O)(=O)c2ccc(C)cc2)cc1)c1c(N)n(CCCC)c(=O)[nH]c1=O	-3	-1	-15	-4	7	-1
28	Cc1cc(C)nc(N2C(=O)CC(Cc3ccc(Cl)cc3)C2=O)n1 (configuration not stated)	-10	22	-3	-5	2	9
29	COC(=O)C1CCN(C(=O)COC(=O)CC(NC(C)=O)c2ccccc2)CC1 (configuration not stated)	-6	-5	-11	-13	-2	20
30	O=C(CCSc1nc(-c2ccco2)cc(C(F)(F)F)n1)Nc1ccc2c(c1)OCO2	-33	0	-20	-5	5	-3
31	CCOc1ccccc1NC(=O)CNC(=O)c1nn(-c2ccc(OC)c(OC)c2)c(=O)c2ccccc12	21	1	8	9	8	15
32	CCCCn1c(N)c(N(CC(C)C)C(=O)c2cc(-c3ccncc3)nc3ccccc23)c(=O)[nH]c1=O	-23	-15	-12	8	7	-4
33	CCOc1ccc(C(=O)SC2=NCCS2)cc1	-9	20	7	2	9	-7
34	COc1cccc(-n2c(SCC(=O)N3CCOCC3)nc3c([nH]c4ccccc43)c2=O)c1	0	-18	-11	-29	34	-1
35	C/C=C/C=C(/NC(=O)c1ccccc1)C(=O)Nc1ccccc1	-23	16	3	2	9	4
36	O=C(c1cc(-c2ccco2)nc2ccccc12)N1CCN(Cc2ccccc2)CC1	-15	-30	20	5	-7	-45

entry	SRC2 inh	TWEAK Fn14 block	TROY NFkB inh	KKLEB cytotox	NR2F2 inh
25	-2	9	17	4	3
26	-27	-2	-25	-3	-34
27	-9	14	-3	-5	-4
28	13	-13	-7	-4	-7
29	-3	8	-6	-8	-5
30	-17	11	5	2	-4
31	-15	14	-20	-11	4
32	-59	-3	-31	6	3
33	4	63*	36	7	-9
34	-17	-18	-6	-55*	2
35	-2	-12	-18	0	4
36	2	15	-3	-25	-3

Results in LMP1 NFkB inh and NR5A2 inv ag, for some of the entries so far:
| # | structure | LMP1 NFkB inh | NR5A2 inv ag |
| --- | --- | --- | --- |
| 28 | Cc1cc(C)nc(N2C(=O)CC(Cc3ccc(Cl)cc3)C2=O)n1 (configuration not stated) | -5 | 9 |
| 25 | Cc1cccnc1NC(=O)c1cccc(S(=O)(=O)N2CCN(c3ccccc3)CC2)c1 | -1 | -7 |
| 33 | CCOc1ccc(C(=O)SC2=NCCS2)cc1 | 2 | -7 |
| 30 | O=C(CCSc1nc(-c2ccco2)cc(C(F)(F)F)n1)Nc1ccc2c(c1)OCO2 | -5 | -3 |

Next section.
entry	mol	SRC1 inh	SRC3 inh	C8 TRAIL sens	LMP1 NFkB inh	CF NFkB block	NR5A2 inv ag
37	CCOC(=O)C1CCCN(C(=O)/C=C/c2cccc([N+](=O)[O-])c2)C1 (configuration not stated)	-4	16	-6	-9	4	1
38	CC1CCN(C(=O)CC(NC(N)=O)c2ccccc2Cl)CC1 (configuration not stated)	-4	-7	3	1	8	-1
39	COc1cc(C(F)(F)F)nc(-c2ccccn2)n1	-5	8	-1	0	0	3
40	Cn1c(=O)c2cc(S(=O)(=O)NCCC(=O)NCCC3=CCCCC3)ccc2n(C)c1=O	-3	6	-4	-6	-5	8
41	CC12CCC(C(=O)O)(c3nc(C#N)c(C#N)nc31)C2(C)C (configuration not stated)	8	2	-6	20	-12	-12
42	CN(C)C(=O)c1sccc1Oc1ccc(F)cc1[N+](=O)[O-]	-13	-18	-3	-14	10	-24
43	Cc1ccc(-n2cnc3c(sc4nc(N5CCOCC5)c5c(c43)CCCC5)c2=O)cc1	6	1	3	/	17	6
44	CC(=O)N1CCCC(N2CCN(c3cccc(C(F)(F)F)c3)CC2)C1 (configuration not stated)	2	10	0	7	-6	6
45	O=C(C1=NNCC1c1ccccc1)C1CO1 (configuration not stated)	-2	-4	4	0	-13	-7
46	COc1ccc(C(=O)O/N=C(\N)c2ccccn2)c(OC)c1	-51	-48	62*	38	-14	-73
47	O=C(Cc1c[nH]c2ccccc12)NNC(=O)c1ccccc1	-10	1	-8	-10	1	-2
48	C=CCN1C(=O)c2ccc(C(=O)N(CC(C)C)c3c(N)n(CCCC)c(=O)[nH]c3=O)cc2C1=O	-9	3	6	6	3	17

entry	SRC2 inh	TWEAK Fn14 block	TROY NFkB inh	KKLEB cytotox	NR2F2 inh
37	-43	-18	-12	1	7
38	-6	-7	7	-4	-1
39	-11	-20	8	-25	19
40	/	-5	16	-4	/
41	-4	-1	16	-1	-36
42	2	-23	-19	-2	-13
43	8	9	12	-10	8
44	-23	-13	-5	10	-11
45	27	16	-9	-8	-4
46	-77	88*	73*	-2	-4
47	-31	9	1	7	-4
48	-8	-7	-4	-13	-3

The closing 5 entries of the part above are carried over, then new ones follow.
entry	mol	SRC1 inh	SRC3 inh	C8 TRAIL sens	LMP1 NFkB inh	CF NFkB block	NR5A2 inv ag
44	CC(=O)N1CCCC(N2CCN(c3cccc(C(F)(F)F)c3)CC2)C1 (configuration not stated)	2	10	0	7	-6	6
45	O=C(C1=NNCC1c1ccccc1)C1CO1 (configuration not stated)	-2	-4	4	0	-13	-7
46	COc1ccc(C(=O)O/N=C(\N)c2ccccn2)c(OC)c1	-51	-48	62*	38	-14	-73
47	O=C(Cc1c[nH]c2ccccc12)NNC(=O)c1ccccc1	-10	1	-8	-10	1	-2
48	C=CCN1C(=O)c2ccc(C(=O)N(CC(C)C)c3c(N)n(CCCC)c(=O)[nH]c3=O)cc2C1=O	-9	3	6	6	3	17
49	COc1ccc(-c2c3c(=O)n(C)c(=O)n(C)c3cn2-c2ccccc2)cc1	-6	6	-8	8	8	13
50	CCOC(=O)Cc1csc(NC(=S)NC(=O)c2ccc(F)cc2)n1	-5	16	46	25	-12	-20
51	CCNS(=O)(=O)c1ccc(OCCNS(C)(=O)=O)cc1	7	-11	-2	-7	16	10
52	CN(Cc1ccccc1)C(=O)c1ccc(COc2ccccc2)cc1	1	-18	3	-29	-1	-4
53	O=C(CSc1nnc(-c2ccccc2)n1Cc1ccccc1)NC1CC1	1	21	8	4	-10	10
54	O=C(NC(=O)c1c(F)cccc1F)Nc1ccccc1SC(F)F	12	18	-12	0	0	-3

entry	SRC2 inh	TWEAK Fn14 block	TROY NFkB inh	KKLEB cytotox	NR2F2 inh
44	-23	-13	-5	10	-11
45	27	16	-9	-8	-4
46	-77	88*	73*	-2	-4
47	-31	9	1	7	-4
48	-8	-7	-4	-13	-3
49	-6	7	13	8	8
50	-7	0	9	-8	5
51	-4	-8	-1	-5	23
52	-22	-27	-28	-18	0
53	-2	0	11	-13	-4
54	0	-2	-22	-1	18
